# PglD DTNB: C. jejuni PglD acetyltransferase inhibitors, primary screen, biochemical, DTNB colorimetric, single point. UDP-N-acetylbacillosamine N-acetyltransferase PglD (Campylobacter jejuni). AID 602405, 2012. inhibition, % at 12.5 µM. purified PglD enzyme, DTNB colorimetric CoA detection. 0.098% of 360,000 active; in the data active = inhibition above about 16%, passing the limit was not always enough; note: strong numbers were not always called active
# PGC1a acetyl inh: inhibitors of PGC1a acetylation signal, primary screen, cell-based, U2OS, AlphaScreen, inhibitor mode; 0.17% of 350,000 active; inhibition, % at 15.6 µM; AID 651687, 2012; AlphaScreen anti-acetyl-lysine; with virally co-expressed GCN5 acetyltransferase;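 active = every replicate shows inhibition of at least 40%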;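 note: 0% = neutral control wells and 100% = positive control wells; some results beyond the cut were filed as inactive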
# RAD52 inh: RAD52 DNA annealing inhibitors, primary screen, biochemical, FRET, single point, set 2. DNA repair protein RAD52 homolog (Homo sapiens), P43351. recombinant RAD52 DNA annealing, FRET fluorescence. inhibition, % at 18.7 µM. 0.46% of 360,000 active;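 active = every replicate showing at least 50% inhibition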
# Target sequence (P43351 whole entry, looked up): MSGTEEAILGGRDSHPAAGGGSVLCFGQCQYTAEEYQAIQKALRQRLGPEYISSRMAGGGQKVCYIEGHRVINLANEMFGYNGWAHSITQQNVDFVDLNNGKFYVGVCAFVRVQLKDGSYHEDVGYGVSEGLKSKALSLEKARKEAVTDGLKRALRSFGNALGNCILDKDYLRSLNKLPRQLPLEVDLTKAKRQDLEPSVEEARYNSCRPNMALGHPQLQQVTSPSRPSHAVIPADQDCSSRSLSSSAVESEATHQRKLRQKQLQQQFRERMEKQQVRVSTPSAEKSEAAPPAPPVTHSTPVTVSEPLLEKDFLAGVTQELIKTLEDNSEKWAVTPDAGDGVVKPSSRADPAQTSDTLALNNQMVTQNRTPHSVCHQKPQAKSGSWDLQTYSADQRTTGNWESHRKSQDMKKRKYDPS
# E-sel inducer: E-selectin induction in HUVECs, primary screen, imaging, HUVEC, immunofluorescence imaging, single point; 0.37% of 260,000 active; normalized: neutral wells 0, TNF-alpha wells 100; activation, % at 7.58 µM; P16581;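 active = mean E-selectin-positive cell signal at least 10% of the positive control, reached in at least 60% of replicates, without over 20% cell loss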;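 note: in these data hits start at about 27%; measured in HUVEC primary endothelial cells; signal is the percent of cells scored E-selectin positive by PE staining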
# Target sequence (P16581 whole entry, looked up): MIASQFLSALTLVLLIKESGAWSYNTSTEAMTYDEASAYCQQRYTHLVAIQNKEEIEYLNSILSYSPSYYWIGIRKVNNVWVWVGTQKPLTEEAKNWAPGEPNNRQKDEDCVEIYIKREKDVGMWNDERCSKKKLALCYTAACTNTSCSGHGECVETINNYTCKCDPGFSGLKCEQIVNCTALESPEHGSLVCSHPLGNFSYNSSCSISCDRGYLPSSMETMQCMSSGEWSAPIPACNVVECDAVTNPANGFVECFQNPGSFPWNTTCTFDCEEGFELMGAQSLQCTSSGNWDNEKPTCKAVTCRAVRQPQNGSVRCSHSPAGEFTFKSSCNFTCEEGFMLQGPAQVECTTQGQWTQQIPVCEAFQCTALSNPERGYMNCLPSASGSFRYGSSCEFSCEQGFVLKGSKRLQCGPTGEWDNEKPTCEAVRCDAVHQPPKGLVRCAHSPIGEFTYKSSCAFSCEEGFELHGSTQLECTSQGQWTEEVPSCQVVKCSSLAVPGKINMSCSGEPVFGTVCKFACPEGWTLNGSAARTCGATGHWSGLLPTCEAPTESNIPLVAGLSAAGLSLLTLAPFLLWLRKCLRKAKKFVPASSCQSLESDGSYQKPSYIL
#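 Test system – human umbilical vein endothelial cells (HUVEC), E-selectin induction · Input – 3,000 HUVEC seeded per well · Buffer or medium – EGM-2, gelatin · Compound dosing – single-point compound dose · Detection – immunofluorescence imaging · Measure – percent E-selectin-positive cells · Controls – TNF-alpha high, DMSO low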
# miR-122 sensor: miR-122 Renilla sensor signal increase in Huh7, primary screen, miR-122 inhibitor project, cell-based, single point, plate reader; Huh7 miR-122 Renilla luciferase sensor, 48 h; neutral wells = 0, positive control = 100; AID 602342, 2012; activation (reporter increase), % at 12.5 µM; 0.3% of 340,000 active;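 active = mean replicate activation score at least 90 and every replicate individually at or above 90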;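 note: higher luciferase means less miR-122 activity so hits act as miR-122 inhibitors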
# Cneo AK release: Cryptococcus neoformans cell lysis inducers, primary screen, AK release luminescence, single concentration; C. neoformans lysis, adenylate kinase release luminescence, 4 h; normalised: neutral wells 0, clomiphene wells 100; lysis activity, % at 15 µM; 0.2% of 360,000 active; AID 651654, 2012;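 active = mean lysis activity across replicates of at least 80%, whatever share of replicates individually reach that level; inactive = mean lysis activity below 80%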
#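 Test system: log-phase Cryptococcus neoformans yeast cells; Quantity: yeast cell density of 5 × 10^6 cells/mL; Buffer or medium: YPD; Doses: single compound concentration per well; Timing: 4 h at 37 °C static, read 1 h later; Measured by: AK luminescence; Read-out basis: lysis from increased AK signal; Control set: Clomiphene as positive control.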
# ERAP1 HTS inh: human ERAP1 aminopeptidase inhibitors, primary screen, biochemical, single point, plate reader. 0.15% of 340,000 active. Endoplasmic reticulum aminopeptidase 1 (Homo sapiens), Q9NZ08. recombinant ERAP1, Leu-AMC fluorescence, 60 min. AID 652197, 2013. inhibition, % at 10.7 µM;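 active = mean replicate inhibition of at least 30%, or all replicates individually reaching that 30% level; inactive = mean below 30% and not every replicate reaching it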;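 note: 0% = neutral control wells and 100% = L-leucinethiol positive control wells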
# RAD54 inh: inhibitors of human RAD54 branch migration, primary screen, biochemical, fluorescence, single point | 0.14% of 360,000 active | inhibition, % at 10.4 µM | AID 602329, 2012 | RAD54 Holliday junction branch migration, FAM/BHQ fluorescence | DNA repair and recombination protein RAD54-like (Homo sapiens), Q92698;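 active = mean normalized replicate activity at least 40 and at least half of replicates scoring 40 or more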;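 note: 0% = median of neutral control wells and 100% = median of positive control wells; inhibitors cause a drop in the FAM fluorescence signal; in these data hits start at about 50%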
# The depositor's hits bear a star; x = no result given; & = joins results of further samples; [ ] = dose if it differs, or a comment.
# Under each structure – Cneo AK release, PglD DTNB, RAD54 inh, PGC1a acetyl inh, ERAP1 HTS inh, RAD52 inh, E-sel inducer, miR-122 sensor
- CSCCC(NS(=O)(=O)c1ccc(C)cc1)C(=O)NNC(=O)c1csc(N2CCOCC2)n1 (configuration not stated)
    -1, -2, 5, x, -2, -14, 0.0, 0
- CN1c2ccc(-c3cccc(C#N)c3)cc2[C@@H]2[C@@H](CCN2C(=O)NC2CCCC2)[C@H]1CO
    x, x, x, -11, 1, 17, -0.3, x
- Cc1cc(C)c(C#N)c(OCC(=O)c2ccc(Br)cc2)n1
    4, -1, -2, -6, x, x, x, -4
- CCCNC(=O)N1CC2(C1)[C@H](c1ccccc1)[C@H](CO)N2Cc1ccc(Cl)cc1
    x, x, x, -10, -2, 1, 0.3, x
- CC(=O)Nc1ccc(S(=O)(=O)NC2(C(F)(F)F)C(=O)Nc3c2c(=O)n(C)c(=O)n3C)cc1 (configuration not stated)
    1, 3, 7, -2, 4, -12, x, -2
- COc1cccc(C(=O)Nc2c3c(nn2-c2ccc([N+](=O)[O-])cc2)CS(=O)(=O)C3)c1
    0, -2, 9, -3, -1, -7, x, -8
- COc1ccc(OC2(C)CCN(Cc3ccccc3OC(F)F)C2)cc1 (configuration not stated)
    -1, 0, -4, -15, 0, 2, -0.2, -2
- CCC(C)c1ccc(NC(=O)CC(C)=O)cc1 (configuration not stated)
    5, 5, -3, 0, x, x, x, 1
- CCOc1cc(C(=O)Nc2ccc(C(=O)NCCN(CC)CC)cc2)ccc1OCC(=O)N1CCOCC1
    -8, 3, -2, x, -2, 4, 2.0, -1
- O=C(COC(=O)C1CCCCC1)Nc1cc([N+](=O)[O-])ccc1F
    x, x, x, x, -1, -17, 1.2, 1
- C[C@@H]1CN([C@H](C)CO)C(=O)c2cc(NC(=O)Nc3ccc4c(c3)OCO4)ccc2O[C@@H]1CN(C)C
    0, -2, 19, 1, -3, -6, -9.8, -1[16.7 µM]
- O=C(CSc1n[nH]c(-c2ccco2)n1)Nc1ccccc1F
    -3, -1, -4, x, -4, 1, x, x
- O=C(CSc1nnc(-c2cccs2)n1CC1CCCO1)N1CCCC1 (configuration not stated)
    3, 4, 6, 7, 5, -11, 0.2, -5
- CCCC(C)c1nnc(NC(=O)C2CC(=O)N(CCc3ccc(F)cc3)C2)s1 (configuration not stated)
    -6, 1, 9, x, -2, -4, x, x
- COc1ccc(NC(=O)N(C)C[C@@H]2OCCCC[C@H](C)Oc3ccc(NS(C)(=O)=O)cc3C(=O)N([C@@H](C)CO)C[C@H]2C)cc1
    x, x, x, -6, 0, 0, 0.5, x
- COn1c(SCc2ccc(C)cc2C)nc2ccccc2c1=O
    -4, 1, -21, x, x, x, x, 3
- Cc1ccccc1NS(=O)(=O)c1ccc2[nH]c(=O)[nH]c2c1
    x, x, x, 2, 4, -13, x, 9
- Cc1cnc2cc(Cl)ccc2c1SCC(=O)O
    1, -4, -17, x, -2, -13, 0.5, x
- Cc1noc(C)c1NC(=O)N(C)C[C@H]1Oc2ccc(NC(=O)Nc3cccc4ccccc34)cc2C(=O)N([C@H](C)CO)C[C@H]1C
    54, 2, -2, 0, -2, 8, 0.5, 10[16.7 µM]
- Cc1ccc(S(=O)(=O)Cc2ccc(C(=O)OCc3ccccc3)cc2)cc1
    -3, 1, 1, -31, x, x, x, -4
- OCCn1c(C(F)(F)F)nc2ccccc21
    1, 5, -9, 1, x, x, x, -3
- CCCn1nc(C(=O)Nc2cc(S(=O)(=O)Nc3ccc(OC)cc3)ccc2O)c2ccccc2c1=O
    -1, 2, -1, -11, -3, -6, x, 23
- Cc1noc(C)c1S(=O)(=O)N(C)C[C@H]1Oc2c(NC(=O)c3ccc(-c4nccs4)cc3)cccc2C(=O)N([C@H](C)CO)C[C@H]1C
    3, 1, 1, 7, 1, -26, 0.0, -3[16.7 µM]
- CNC[C@@H]1Oc2c(NC(=O)Nc3ccc(C(F)(F)F)cc3)cccc2C(=O)N([C@H](C)CO)C[C@@H]1C
    -11, 2, 13, 8, -2, 7, 0.2, -3[16.7 µM]
- C/C(O)=C(\C#N)P(=O)(c1ccccc1)c1ccccc1
    x, x, x, 5, 5, -5, 3.0, x
- O=C(O)CCC(=O)Nc1ccc(-c2nc3ccc(C(=O)c4ccccc4)cc3[nH]2)cc1
    -5, 7, 13, 1, 1, 1, 0.5, 1
- CCOc1ccc(N2C(=O)CC(NCCNc3ccc(C(=O)c4cccs4)cc3)C2=O)cc1 (configuration not stated)
    x, x, x, x, 3, -22, 4.6, -2
- COC(=O)c1ccc2c(c1)N(Cc1nc(-c3ccc(Cl)cc3)oc1C)C(=O)C1CCCN21 (configuration not stated)
    5, 0, -24, 11, 0, -26, 3.8, 6
- COC(=O)Nc1sc2c(c1C(N)=O)CCCCCC2
    -2, 5, -18, -13, x, x, x, -2
- COc1ccccc1NC(=O)Cn1nc(C(F)(F)F)c2c1CCCC2
    -1, 1, 0, 2, x, x, x, 12
- CN1CCN(C(=O)CSc2nnc(COc3ccccc3)o2)CC1
    -4, 2, 6, x, 2, -8, 0.1, -3
- O=C(c1ccccc1F)N1CC2(C1)[C@H](c1ccccc1)[C@H](CO)N2CC1CCOCC1
    x, x, x, -3, 1, -1, -0.2, x
- Cc1ccc(S(=O)(=O)n2c(N)nc3ccccc32)cc1
    -3, 2, -3, -31, 2, -5, x, -1
- C[C@H](CO)N1C[C@H](C)[C@@H](CN(C)C(=O)Nc2ccc3c(c2)OCO3)OCCCC[C@H](C)Oc2ccc(NC(=O)CCC(F)(F)F)cc2C1=O
    -1, -1, -1, -16, 5, -9, 0.1, 4[16.7 µM]
- CCCn1nnc(NC(=S)NC(=O)CC)n1
    3, -1, -2, 4, x, x, x, -6
- C[C@H](CO)N1C[C@H](C)[C@H](CN(C)C(=O)Cc2cccnc2)Oc2ncc(-c3ccncc3)cc2C1=O
    -4, 11, -2, 7, 2, -12, 0.2, 0[16.7 µM]
- N#Cc1ccc(C(=O)OCC(=O)Nc2cccnc2Cl)cc1
    0, -1, -7, 2, 2, -12, 0.1, 2
- O=C(NCC1COc2ccccc2O1)C1CCCN(S(=O)(=O)c2cccc3cccnc23)C1 (configuration not stated)
    -2, -1, -1, x, 1, -21, 0.1, 11
- CCCS(=O)(=O)c1nc(S(=O)(=O)c2ccc(C)cc2)c(N2CCN(CCO)CC2)s1
    1, -3, -7, -6, 1, 7, x, 1
- CCN1C(=O)N[C@@H](c2cccc(C(F)(F)F)c2)C(C(=O)OC)=C1C
    -4, 1, -12, -4, x, -5, 0.1, -6
- OC1(c2ccc(Br)cc2)CN(c2ccccc2)C2=[N+]1CCS2 (configuration not stated)
    x, x, x, -3, 1, 3, 0.0, x
- O=C(Cn1cc(C(F)(F)F)ccc1=O)N/N=C/c1ccc(Cl)cc1Cl
    x, 1, 2, 6, x, x, x, -1
- C[C@@H]1CN([C@H](C)CO)C(=O)c2c(c3ccccc3n2C)-c2ccccc2CO[C@@H]1CN(C)C(=O)Cc1ccccc1
    -4, 1, 2, -43, -1, 9, -0.4, x
- O=S(=O)(N/N=C\C=C\c1ccccc1)c1ccc(Cl)cc1
    1, 1, -5, 19, x, x, x, 10
- CCCN1CCN(CCNC(=O)Nc2ccccc2Cl)CC1
    0, 1, 2, 11, 1, -4, x, -3
- Cc1cc(C)c(NC(=O)CS(=O)CC(=O)NCCN2CCCCCC2)c(C)c1 (configuration not stated)
    -8, -1, -1, x, 1, -26, x, 2
- COC(=O)C1=C(C)N(c2cc(C)cc(C)c2)/C(=C/c2ccco2)C1=O
    -4, 5, 0, -6, 2, -19, x, 6
- CCN(C(=O)COc1cc(OC)ccc1C(C)=O)C1CCS(=O)(=O)C1 (configuration not stated)
    -3, 3, 7, 5, -1, -2, 1.4, -2
- CCCc1ccc(NC(=O)C2CCN(c3cnccn3)CC2)cc1
    -3, 2, 1, x, -3, -12, x, x
- CC(=O)Nc1ccc(-n2nnnc2SCC(=O)NC2CCCC2)cc1
    -1, 1, -1, -10, 0, -5, x, -4
- COC(Cn1c2c(c3cc(C)ccc31)CCCC2NCc1ccccc1)OC (configuration not stated)
    3, 7, -3, 0, 3, -8, -0.1, -2
- COc1ccc(OC(=O)N(C)C[C@@H]2OCc3ccccc3-c3ccccc3C(=O)N([C@@H](C)CO)C[C@@H]2C)cc1
    -1, -2, -3, 0, -2, -5, -0.6, x
- COc1ccc(C(=O)NC(C)c2cccnc2)cc1S(=O)(=O)N(C)Cc1ccccc1 (configuration not stated)
    0, 1, -8, -10, -1, -25, -0.6, 2
- CC(OC(=O)CCCNC(=O)c1ccc(Cl)cc1)C(=O)N(C)Cc1ccccc1 (configuration not stated)
    7, 6, -12, 3, 0, -16, -0.2, -3
- COC(=O)[C@H]1C[C@@]2(O)CN(S(=O)(=O)c3ccc(C)cc3)C[C@@]2(OC(=O)Nc2c(C)noc2C)C[C@H]1C(=O)OC
    1, 0, 2, 7, 1, -4, x, 2
- CC1CCCCC1NC(=O)c1ccc(S(=O)(=O)N2CCCC2)cc1 (configuration not stated)
    0, -2, 0, 2, x, x, x, 5
- C[C@H](CO)N1C[C@H](C)[C@H](CN(C)C(=O)Nc2ccc(F)cc2)Oc2ccc(NS(=O)(=O)c3ccc(F)cc3)cc2CC1=O
    -1, 12, -14, 6, -2, 16, -0.3, 2[16.7 µM]
- CC1=CC2=NC(=O)/C(=C\c3cc(C)n(-c4cccc(Cl)c4)c3C)C(=N)N2O1
    3, 0, 1, x, 1, -24, -0.7, -3
- CC(Sc1ncccn1)C(=O)NC1(C#N)CCCCC1 (configuration not stated)
    -1, -9, -4, 4, 5, -10, x, 0
- CN(C)/C=C1\Cc2ccccc2C1=O
    -3, -8, -3, x, 0, -21, x, 2

# Carrying on:
# Under each structure – Cneo AK release, PglD DTNB, RAD54 inh, PGC1a acetyl inh, ERAP1 HTS inh, RAD52 inh, E-sel inducer, miR-122 sensor
- O=C(NCC(=O)N1CCN(Cc2ccccc2)CC1)c1ccc(Br)o1
    -1, 1, -2, x, -3, 0, x, x
- COc1ccc(Cl)cc1-c1n[nH]c(=S)n1C
    4, -1, -8, -3, x, x, x, -3
- COc1cc(CNc2nccn3ccnc23)cc(OC)c1
    -1, -2, -1, 6, -5, -16, 0.0, 0
- Cc1ccc(SC[C@H](Cc2ccccc2)N2CCN(CC(C)C)CCC2=O)cc1
    0, -3, 13, -17, -8, -41, 0.0, -3
- CCOC(=O)c1cc2c(=O)n3cccc(C)c3nc2n(Cc2ccco2)c1=NC(=O)c1ccccc1
    0, 4, -6, 10, -47, -10, -0.1&-0.5, -4
- CC(=O)N1CCc2c(sc(NC(=O)C3CCCN3S(=O)(=O)c3cccs3)c2C(N)=O)C1 (configuration not stated)
    1, 0, -18, x, 0, -81, 2.0, x

# Single entries from the results shown:
# Value of `O=C(CSc1n[nH]c(-c2ccco2)n1)Nc1ccccc1F` under Cneo AK release: -3
# Value of `Cc1ccc(S(=O)(=O)n2c(N)nc3ccccc32)cc1` under RAD52 inh: -5

# Screens as filed in PubChem.
